# Compound activity from PubChem BioAssay.
# hIAP inh = human IAP inhibition; AID 2544; purified IAP, CDP-Star luminescence, 30 min; inhibition, % at 10 µM; P09923; 0.12% of 330,000 active;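 active means inhibition reaching a set limit with compound at 10 µM in the primary screen, cut at about 35% in these data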;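 further: plate controls were DMSO wells with enzyme for no effect and no-enzyme buffer wells for full effect; values of inactives mirror those of a sister screen read the other way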
# Target sequence (P09923 whole entry, looked up): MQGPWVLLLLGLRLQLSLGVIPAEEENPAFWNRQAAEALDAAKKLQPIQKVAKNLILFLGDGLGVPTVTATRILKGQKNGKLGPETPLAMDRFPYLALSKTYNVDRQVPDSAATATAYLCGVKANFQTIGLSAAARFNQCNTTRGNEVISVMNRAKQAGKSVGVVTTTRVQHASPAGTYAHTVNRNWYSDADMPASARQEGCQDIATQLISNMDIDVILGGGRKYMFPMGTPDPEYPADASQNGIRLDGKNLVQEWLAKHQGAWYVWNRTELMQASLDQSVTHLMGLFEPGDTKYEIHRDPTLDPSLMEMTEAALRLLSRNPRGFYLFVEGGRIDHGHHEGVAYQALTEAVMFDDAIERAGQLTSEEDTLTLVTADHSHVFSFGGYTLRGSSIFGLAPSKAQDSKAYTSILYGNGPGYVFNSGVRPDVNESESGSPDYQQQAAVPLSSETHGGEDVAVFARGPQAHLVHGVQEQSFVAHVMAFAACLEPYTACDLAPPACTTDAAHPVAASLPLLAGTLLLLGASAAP
# hIAP activ = human IAP activation; P09923; activation factor at 10 µM; AID 2524; purified human IAP, CDP-Star luminescence, 30 min; stronger effect = higher value; 1 = vehicle-only enzyme, 0 = enzyme-free background; 0.16% of 330,000 active;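 active means activation factor of the enzyme at least 2-fold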; further: the source names both 10 and 20 µM as test concentration; values of inactives mirror those of a sister screen read the other way
# MPTP block = blocks calcium-induced mitochondrial swelling. 1.4% of 360,000 active. isolated mouse mitochondria, Ca2+ swelling absorbance, 30 min. AID 602449. inhibition, % at 10 µM;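 active means inhibition of 50% or more, scaled per plate between neutral and stimulator controls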;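 further: 0% = DMSO wells given calcium and 100% = 1 mM EGTA wells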
# beta cell repl = MIN6 beta-cell proliferation induction; proliferation, % at 10 µM; AID 2380; MIN6 cells proliferation, ATPlite luminescence, 48 h; cells starved in 0.2% serum; 100% = growth in 10% serum; 0.29% of 330,000 active;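 active means compounds whose signal lies at least 3.5 SD above the mean of all wells on their plate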;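 further: 0% = DMSO-treated cells in low-serum medium and 100% = 10% serum control; some compounds called inactive have numbers as strong as hits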
# mIAP block = mouse IAP inhibition; purified mouse IAP, CDP-Star luminescence, 30 min; inhibition, % at 10 µM; 0.2% of 330,000 active; AID 2806;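 active means inhibition of at least 40% at 10 µM in the primary screen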;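 further: plate controls were DMSO with enzyme for no effect and no enzyme wells for full effect; values of inactives mirror those of a sister screen read the other way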
# APOBEC3A inh = blocks human APOBEC3A ssDNA deamination. AID 493011. 0.41% of 330,000 active. inhibition, % at 20 µM. recombinant A3A, FAM/TAMRA ssDNA deamination fluorescence;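 active means at least 40% inhibition at 20 µM here, with at most 30% in a related deaminase screen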;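 further: plate controls were A3A with DMSO for no effect and wells lacking A3A enzyme for full effect; some results filed as inactive read as strong as hits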
# mIAP activ = mouse IAP activation; 0.24% of 330,000 active; activation factor at 10 µM; muIAP, CDP-Star luminescence, 30 min; stronger effect = higher value; 1 = vehicle-only enzyme signal, 0 = enzyme-free wells; AID 2805;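 active means activation factor of at least 2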; further: the source names both 10 and 20 µM as test concentration; values of inactives mirror those of a sister screen read the other way
#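 also added = chemiluminescent substrate CDP-Star | test system = mouse IAP enzyme | signal = chemiluminescence readout | compound = DMSO-dissolved test compounds | incubation = 30 min at room temperature | benchmarks = DMSO wells, no-enzyme wells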
# APOBEC3G inh = blocks human APOBEC3G single-stranded DNA deamination. Q9HC16. recombinant A3G, ssDNA deamination FAM/TAMRA fluorescence. inhibition, % at 20 µM. 0.28% of 330,000 active;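 active means inhibition of at least 40% at 20 µM, with no more than 30% in the related APOBEC3A deaminase screen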;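 further: plate controls were DMSO wells with A3G for no effect and wells lacking A3G enzyme for full effect; some compounds called inactive have numbers as strong as hits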
# ATG4B inhibitor = inhibitors of human ATG4B cysteine protease. ATG4B cleavage of LC3-PLA2, NBD-HPC fluorescence, 1 h. AID 504462. inhibition, % at 8.33 µM. Q9Y4P1. 0.51% of 340,000 active; in the data active means inhibition above about 40%
# Target sequence (Q9Y4P1 whole entry, looked up): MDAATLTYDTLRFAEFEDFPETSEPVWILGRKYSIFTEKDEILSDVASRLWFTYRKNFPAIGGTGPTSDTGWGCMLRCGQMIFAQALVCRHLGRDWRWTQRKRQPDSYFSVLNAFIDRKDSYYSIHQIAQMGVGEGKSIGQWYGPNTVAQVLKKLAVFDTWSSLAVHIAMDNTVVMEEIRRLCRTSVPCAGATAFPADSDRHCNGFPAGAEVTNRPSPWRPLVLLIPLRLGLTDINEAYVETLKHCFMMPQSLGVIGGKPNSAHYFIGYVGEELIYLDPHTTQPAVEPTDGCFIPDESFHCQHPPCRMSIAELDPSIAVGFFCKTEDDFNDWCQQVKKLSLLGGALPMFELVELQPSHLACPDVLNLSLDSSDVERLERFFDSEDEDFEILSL
# * = called active by the depositor.
# Short forms: A = hIAP inh; B = hIAP activ; C = MPTP block; D = beta cell repl; E = mIAP block; F = APOBEC3A inh; G = mIAP activ; H = APOBEC3G inh; I = ATG4B inhibitor
CCOc1cc(CNC(=O)CCCn2c(=O)c3cccn3c3cccnc32)cc(OCC)c1OCC
  A: -22 | B: 1.2 | C: -0.6 | D: 4 | E: 1 | F: -4 | G: 0.99 | H: -5 | I: -15
CCCC(=O)Nc1ccc(C(=O)NNC(=O)COc2ccc(Br)c(C)c2)cc1
  A: 13 | B: 0.87 | C: 0.3 | D: -2 | E: 7 | F: 0 | G: 0.93 | H: 1 | I: 3
Cc1ccccc1Cc1c(C)nc2nc(SCC(=O)NCc3ccco3)nn2c1C
  A: 2 | B: 0.98 | C: -1.1 | D: -2 | E: 6 | F: 0 | G: 0.94 | H: -5 | I: -18
COc1ccc(-c2nnc(Nc3ccc(CC(N)=O)cc3)c3ccccc23)cc1
  A: -3 | B: 1 | C: 0.0 | D: 0 | E: -5 | F: -3 | G: 1.1 | H: -1 | I: 93*
CC1=NN(C(=O)c2ccccc2C)C(O)(c2ccc(Cl)cc2)C1 (stereo not drawn)
  A: -6 | B: 1.1 | C: 0.0 | D: -1 | E: 8 | F: -6 | G: 0.92 | H: -8 | I: -4
Cc1ccc(CCNC(=O)C2CCN(C(=O)N(C)C)CC2)cc1
  A: -8 | B: 1.1 | C: 0.5 | D: -1 | E: 3 | F: -4 | G: 0.97 | H: -6 | I: -10
COCc1cc(N2CCOCC2)nc(-c2ccccc2)n1
  A: 9 | B: 0.91 | C: -1.8 | D: -4 | E: 0 | F: 3 | G: 1 | H: -5 | I: -2
O=C(N/N=C/c1ccco1)c1cc(-c2ccc(Cl)cc2)n[nH]1
  A: 6 | B: 0.94 | C: 2.3 | D: 0 | E: 1 | F: -4 | G: 0.99 | H: -5 | I: 1
CCN1CCN(CCCOc2ccccc2-c2ccccc2)CC1
  A: -12 | B: 1.1 | C: 0.5 | D: 1 | E: 5 | F: -5 | G: 0.95 | H: -10 | I: -7
CC(=O)N/C(=C/c1ccc(OS(=O)(=O)c2ccc(C)cc2)cc1)C(=O)Nc1ccc(C(=O)O)cc1
  A: 25 | B: 0.75 | C: 0.5 | D: 0 | E: -1 | F: -1 | G: 1 | H: -4 | I: -10
CC(=O)N1CCc2cc(C(=O)CN3CCC(C)CC3)ccc21
  A: -2 | B: 1 | C: -0.7 | D: -1 | E: -5 | F: 20 | G: 1 | H: 0 | I: -11
COc1ccc(CN=CC2=C(O)CNC2=O)cc1OC
  A: 9 | B: 0.91 | C: -3.7 | D: 2 | E: 0 | F: 0 | G: 1 | H: -1 | I: 1
O=C(CSCc1ccc(F)cc1)NCc1ccc(F)cc1
  A: 6 | B: 0.94 | C: -1.0 | D: 1 | E: 0 | F: 0 | G: 1 | H: -9 | I: 2
O=C(COc1ccc(Cl)cc1)N1CCN(c2cccc(C(F)(F)F)c2)CC1
  A: 1 | B: 0.99 | C: -0.8 | D: -2 | E: 2 | F: -4 | G: 0.98 | H: -4 | I: -2
CC1=C(C(=O)OC(C)C)C(c2ccc(F)cc2)NC(=O)N1 (stereo not drawn)
  A: -27 | B: 1.3 | C: -2.7 | D: -1 | E: 7 | F: -5 | G: 0.93 | H: -7 | I: 5
CCOC(=O)/C(C#N)=C\c1c(OCC)n(CC)c2ccccc12
  A: 14 | B: 0.86 | C: 0.2 | D: 0 | E: 3 | F: 2 | G: 0.97 | H: -5 | I: 3
CCOC(=O)C1C(c2ccccc2Cl)NC(=O)N(C)C1(O)C(F)(F)F (stereo not drawn)
  A: -18 | B: 1.2 | C: -1.3 | D: -1 | E: 6 | F: -4 | G: 0.94 | H: -6 | I: -3
O=C(NCc1ccc2c(c1)OCO2)C1CCCN1C(=O)Nc1ccc(Cl)cc1 (stereo not drawn)
  A: -7 | B: 1.1 | C: 1.6 | D: 0 | E: 1 | F: -1 | G: 0.99 | H: -4 | I: 1
O=C(CSc1nc2ccccc2s1)Nc1ccc(Cl)c(C(=O)O)c1
  A: -5 | B: 1 | C: -1.6 | D: -4 | E: 4 | F: -4 | G: 0.96 | H: -6 | I: -14
CCc1nc(CN2CCN(c3ccc(C(F)(F)F)cn3)CC2)c(C)[nH]1
  A: -15 | B: 1.2 | C: 13 | D: 1 | E: 2 | F: -5 | G: 0.98 | H: -9 | I: 2

# New compounds follow.
SMILES | hIAP inh | hIAP activ | MPTP block | beta cell repl | mIAP block | APOBEC3A inh | mIAP activ | APOBEC3G inh | ATG4B inhibitor
COc1ccc(S(=O)(=O)Nc2cccc(F)c2C)cc1C(=O)N1CCOCC1 | -11 | 1.1 | -1.2 | -1 | 4 | -1 | 0.96 | -9 | 4
Cc1ccc(N(C(=O)c2ccco2)C(C(=O)NC2CCCC2)c2ccco2)c(C)c1 (stereo not drawn) | -5 | 1.1 | -0.4 | 1 | -3 | -6 | 1 | -2 | -3
Cn1c(CCN2CCOCC2)nc2cc(NC(=O)COc3ccc([N+](=O)[O-])cc3)ccc21 | 6 | 0.94 | 2.0 | 1 | 1 | -3 | 0.99 | -3 | -8
CN(CC(=O)Nc1ccccc1Br)C(=O)c1cccc(S(=O)(=O)NCc2ccccc2)c1 | 4 | 0.96 | 0.5 | -5 | 7 | 2 | 0.93 | -3 | 4
O=C(Nc1ccc(F)cc1Cl)c1ccc2c(=O)n3c(nc2c1)CCC3 | -19 | 1.2 | -0.6 | 3 | 0 | 5 | 0.99 | -9 | 1
Cc1cccc(C)c1NC(=O)COC(=O)c1ccc(N2CCCC2)c([N+](=O)[O-])c1 | 27 | 0.73 | -0.3 | 0 | 22 | 1 | 0.78 | -9 | 5
CCN(CC)CCCNc1ncnc2scc(-c3ccc(F)cc3)c12 | -11 | 1.1 | 0.0 | -6 | 0 | 6 | 1 | 1 | 1
C/C(Cn1nnc2ccccc21)=N\NC(=O)c1ccc(Br)cc1 | -24 | 1.2 | 0.8 | -2 | 5 | -1 | 0.95 | -4 | -12
C=CCOC(=O)C1=C(C)OC(N)=C(C#N)C1c1ccoc1 (stereo not drawn) | 3 | 0.97 | -0.3 | 2 | 27 | 5 | 0.73 | 4 | -4
CC(C)[C@H](NC(=O)C1CCCC1)c1nc2ccccc2[nH]1 | 17 | 0.83 | 4.2 | -4 | 5 | 9 | 0.95 | -6 | -5
CC(C)C[C@H](NC(=O)c1[nH]cnc1C(=O)N[C@@H](C)c1ccccc1)C(=O)OCc1ccccc1 | -76 | 1.8 | -0.1 | -8 | 10 | -3 | 0.9 | -9 | -2
CC1C(=O)N2CCCc3cc(NC(=O)C(=O)NCCc4ccccc4)cc1c32 (stereo not drawn) | 3 | 0.97 | -1.1 | -2 | -18 | 2 | 1.2 | 18 | -1
Cn1nc2c3ccccc3n(Cc3ccccc3)c2nc1=S | 24 | 0.76 | 5.4 | -2 | -4 | 5 | 1 | 12 | 5
COc1ccc(N2CCN(C(=O)c3ccc(C)cc3)CC2)c([N+](=O)[O-])c1 | 20 | 0.8 | -1.7 | -2 | 5 | -1 | 0.95 | -1 | 9
CCn1c(O)c(N=NC(=O)CNC(=O)Cc2ccccc2)c2ccccc21 | -21 | 1.2 | -0.5 | 1 | 0 | 0 | 1 | -9 | -8
CC/C(=N\NC(=O)c1ccc(N2CCCC2=O)cc1)c1ccccc1 | -4 | 1 | 0.2 | -1 | 0 | -3 | 1 | -5 | 0
N/C(=N\OCC(=O)Nc1ccccc1)c1nonc1N | -7 | 1.1 | -0.6 | -2 | -2 | 1 | 1 | 1 | -10
Nc1nc(-c2ccc(NC(=O)c3ccco3)cc2)cs1 | 6 | 0.94 | -0.5 | -7 | 3 | -1 | 0.97 | -1 | 3
CCCCCn1c(=O)[nH]c2cc(C(=O)NCCN3CCC(C)CC3)ccc2c1=O | -5 | 1 | 1.9 | -3 | -5 | -4 | 1.1 | -10 | 1
CCc1ccc(S(=O)(=O)Nc2c(C)n(C)n(-c3ccccc3)c2=O)cc1 | 4 | 0.96 | 1.4 | 7 | 8 | -5 | 0.92 | -4 | -7
Cc1ccc(C)c2sc(N)nc12 | -6 | 1.1 | -2.4 | -1 | 2 | 2 | 0.98 | -6 | 3
CN(C)CCCNCCCNC(=O)c1ccccn1 | 20 | 0.8 | 9.0 | 1 | -9 | 3 | 1.1 | -2 | -5
Oc1[nH]c2ccccc2c1N=Nc1nc(Nc2ccccc2)nc(N2CCOCC2)n1 | -15 | 1.1 | 1.1 | -5 | 14 | 44* | 0.86 | 12 | 6
COc1ccc(OC)c2c1sc(=NC(=O)C1COc3ccccc3O1)n2C (stereo not drawn) | 14 | 0.86 | 3.0 | 7.7* | 0 | -3 | 1 | -6 | -8
CCCSc1nc2sc3c(c2c(=O)n1CC)CC(C)(C)OC3 | -5 | 1.1 | 7.6 | -2 | -2 | 2 | 1 | 0 | -6
O=C1c2cccc3cccc(c23)C(=O)N1c1nccs1 | 5 | 0.95 | -1.4 | -1 | 5 | 3 | 0.95 | -3 | 5
CCOC(=O)c1ccc(N=c2sc(C(=O)OC)cc(=O)n2-c2ccc(C(=O)OCC)cc2)cc1 | 21 | 0.79 | 1.9 | -7 | 14 | -5 | 0.86 | -6 | -3
O=C(CCC(=O)OCC(=O)c1cccc([N+](=O)[O-])c1)NC1CCCCC1 | 4 | 0.96 | 1.8 | -2 | 4 | 2 | 0.96 | 0 | 1
COC(=O)c1c(-c2ccccc2OC)sc2ccc(OC)cc12 | -2 | 1 | -0.9 | -5 | -3 | 1 | 1 | -2 | -9
O=C(CCN1CCN(CCO)CC1)Nc1ccc(Br)cc1 | -3 | 1 | -0.1 | -2 | 6 | -2 | 0.94 | -9 | -1
CCOC(=O)N1CCN(C(=O)c2cc(OC)cc(OC)c2)CC1 | -4 | 1 | 0.8 | 0 | -2 | -3 | 1 | -7 | -4
CC(C)CC1(C(=O)NCCN2CCOCC2)C=CCN1C(=O)c1ccccc1 (stereo not drawn) | 0 | 1 | 0.8 | -1 | -9 | -1 | 1.1 | -7 | 1
CCc1noc(C)c1C(=O)OCC(=O)NCc1ccc(Cl)cc1 | -2 | 1 | 0.1 | -1 | -8 | -1 | 1.1 | -6 | 1
Cc1ccc(C(=O)N/C(=C/c2ccco2)C(=O)NCCCn2ccnc2)cc1 | -71 | 1.7 | 8.6 | 0 | -1 | 0 | 1 | -1 | -2
c1cn2cc(CN3CCOCC3)nc2s1 | 14 | 0.86 | -0.6 | -3 | -3 | -1 | 1 | -1 | -4
COCC(C)n1c(SCC(=O)c2cc(C)n(C)c2C)nc2ccccc2c1=O (stereo not drawn) | -8 | 1.1 | -0.2 | -1 | -8 | -5 | 1.1 | -4 | -1
